Bioassay records deposited in PubChem BioAssay by National Center for Advancing Translational Sciences (NCATS).
IMPase Li inh = membrane-permeable IMPase blocker, potentiated with lithium. Potency, µM (highest dose often 59.4 µM), without a hit: at the top dose activity, negative = IMPase inhibition, actives largely listed as inhibitors. AID 1457. CHO-M1 cells, IP1 TR-FRET (IP-One), carbachol + lithium. hit rate 0.35% among 210,000;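 note: IP1 builds up when IMPase is blocked and the TR-FRET signal falls; potency is the fitted concentration of half-maximal effect; plate controls were basal vehicle for no effect and high inhibitor control for full effect; nearly all actives have a fitted effect of over 50% in size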
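CHO cells stably expressing M1 receptor (2000/well) were cultured 16–30 h, then exposed to compounds with a small lithium addition for 30 min at 37C. IP1 was measured by TR-FRET competition; AC50 from Hill fits.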
HttQ103 aggreg = mutant huntingtin aggregation inhibition; PC12 HttQ103-GFP aggregates, Acumen cytometry, 40 h; Potency, µM (highest dose often 46.1 µM), without a hit: at the top dose activity change, negative = inhibition, usual class: inhibitors; hit rate 1.1% among 220,000; note: potency is the fitted concentration of half-maximal effect; % is set by controls: 0 for no effect and ±100 for the full control effect; nearly all actives have a fitted effect of over 60% in size
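PC12 cells with ecdysone-inducible HTT exon1 Q103-GFP, induced by 100 nM tebufenozide, given compounds in a concentration series. GFP aggregates (1–25 um, 6 SD above background) counted in lysates by laser-scanning cytometry, 488 nm excitation.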
Lamin A splicing = modulators of lamin A splicing; hit rate 0.01% among 200,000; HeLa LMNA splicing GFP/RFP minigene ratio, 48 h; Potency, µM (doses to about 46.1 µM), without a hit: at the highest dose ratio change, negative = inhibition, usual class: inhibitors; AID 1487; active = well fitted inhibition curve with a large enough effect in the signal ratio, with a control signal flat, not every such curve was filed as active; inconclusive = small, poorly fitted or top-dose-only effect, or effect the other way, or a change in a side signal; the % refers to the signal ratio; note: potency is the fitted concentration of half-maximal effect; % is set by controls: 0 for no effect and ±100 for the full control effect
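S3 HeLa stable clones carrying a lamin A-EGFP splicing minigene plus DsRed2 were seeded at 600 cells/well in Opti-MEM with 2% FBS, pin-dosed and incubated 48 h at 37°C. Acumen cytometry (488 nm) gave the GFP/RFP total-intensity ratio.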
Epigenetic derep = regulators of epigenetic silencing causing reporter derepression in mouse cells; murine LDR cells, GFP reporter derepression, 30 h; hit rate 0.2% among 280,000; Potency, µM (doses to about 53.9 µM), for inactives: top-dose GFP activation, actives largely listed as activators; note: potency is the fitted concentration of half-maximal effect; % of control where 0% means no effect; nearly all actives have a fitted effect of over 60% in size
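Readout is the number of GFP-expressing murine LDR cells, counted by cytometry following washing. Cells were treated with compound for 30 h at 37 C; the stably integrated CMV-GFP locus is normally silent.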
NPSR antag = blocks cAMP signaling of the human neuropeptide S receptor. AID 1461. Potency, µM (highest dose often 38.3 µM), inactives show at the highest dose activity change, negative = inhibition, usual class: inhibitors. Q6W5P4. CHO-NPSR cells, cAMP TR-FRET, antagonist mode. hit rate 1% among 220,000; note: potency is the fitted concentration of half-maximal effect; % is set by controls: 0 for no effect and ±100 for the full control effect; nearly all actives have a fitted effect of over 50% in size; many of its hits are not listed in these tables
Target sequence (Q6W5P4 whole entry, looked up): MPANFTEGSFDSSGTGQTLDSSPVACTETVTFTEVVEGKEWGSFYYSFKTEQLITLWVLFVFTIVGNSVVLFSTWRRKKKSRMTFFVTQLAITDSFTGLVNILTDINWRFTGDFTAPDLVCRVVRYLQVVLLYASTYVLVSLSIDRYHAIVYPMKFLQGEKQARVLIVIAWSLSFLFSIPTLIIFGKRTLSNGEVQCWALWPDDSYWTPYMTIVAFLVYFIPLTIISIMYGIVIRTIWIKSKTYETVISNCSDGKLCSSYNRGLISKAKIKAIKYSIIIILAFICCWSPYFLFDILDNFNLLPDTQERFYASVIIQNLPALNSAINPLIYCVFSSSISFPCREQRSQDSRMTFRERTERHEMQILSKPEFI
CBFb-RUNX1 inh = blocks binding between human CBF-beta and RUNX1. Potency, µM (titrated, usually from 59.8 µM), for inactives: top-dose activity, negative = inhibition, hits mostly inhibitors. AlphaScreen CBFb-His/RUNX1-biotin binding, biochemical. AID 1477. Q01196+Q13951. 230,000 tested, under 10 active; note: % of control where 0% means no effect
Target sequence (Q01196 whole entry, looked up): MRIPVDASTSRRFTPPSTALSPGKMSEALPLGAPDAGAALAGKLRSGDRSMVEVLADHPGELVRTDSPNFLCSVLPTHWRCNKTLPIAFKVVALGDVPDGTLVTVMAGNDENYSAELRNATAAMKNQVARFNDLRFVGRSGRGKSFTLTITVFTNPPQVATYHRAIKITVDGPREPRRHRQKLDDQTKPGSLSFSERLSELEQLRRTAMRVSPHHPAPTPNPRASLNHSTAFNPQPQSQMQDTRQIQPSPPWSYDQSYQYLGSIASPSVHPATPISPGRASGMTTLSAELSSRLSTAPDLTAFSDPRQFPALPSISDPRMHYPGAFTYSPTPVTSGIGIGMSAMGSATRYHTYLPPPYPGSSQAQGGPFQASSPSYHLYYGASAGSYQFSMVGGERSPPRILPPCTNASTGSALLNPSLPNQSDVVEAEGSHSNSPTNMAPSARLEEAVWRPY
Target sequence (Q13951 whole entry, looked up): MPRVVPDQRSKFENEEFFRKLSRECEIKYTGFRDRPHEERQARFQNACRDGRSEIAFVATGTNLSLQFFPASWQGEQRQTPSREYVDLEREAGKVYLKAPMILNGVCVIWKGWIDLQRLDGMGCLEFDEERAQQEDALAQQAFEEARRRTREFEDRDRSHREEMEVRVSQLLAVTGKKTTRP
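His-tagged CBF-beta and biotinylated RUNX1 (30 nM each) were premixed 20 min at room temperature, exposed to compound for 15 min, then given nickel-chelate and streptavidin AlphaScreen beads (50 ng each). After 90 min, AlphaScreen signal was read.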
KinaseGlo FLuc = counter-screen: inhibitors of Kinase-Glo firefly luciferase | AID 1379 | Q27757 | hit rate 0.28% among 200,000 | Potency, µM (series often up to 38.3 µM), inactives show at the highest dose activity change, negative = inhibition, actives largely listed as inhibitors | Kinase-Glo luciferase, ATP luminescence, 8 min; note: potency is the fitted concentration of half-maximal effect; % is set by controls: 0 for no effect and ±100 for the full control effect; nearly all actives have a fitted effect of over 60% in size
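Kinase-Glo luciferase light output from ATP and luciferin was measured with 10 uM ATP, within the enzyme's linear range. Buffer: 50 mM imidazole pH 7.2, 50 mM KCl, 7 mM MgCl2, 0.01% Tween 20, 0.05% BSA; luminescence read after 8 min at ambient temperature.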
The depositor's hits bear a star; ? = inconclusive; / = no result given; & = joins results of further samples; [ ] = dose if it differs, or a comment. Unless noted, calls come from the whole dose curve; as a rule, active = well fitted curve in the direction sought with a large enough effect; inconclusive = small, poorly fitted or top-dose-only effect, or another doubt; inactive = no such curve, though single readings can be large; an effect the other way counts as inactive or inconclusive. An excerpt (hit frequency here may not be typical).

no. | compound | IMPase Li inh | HttQ103 aggreg | Lamin A splicing | Epigenetic derep | NPSR antag | CBFb-RUNX1 inh | KinaseGlo FLuc
1 | COc1ccccc1CNC(=O)COC(=O)c1cc(C)oc1C | -9% | 5% | / | 1.1% | -4% | 5% | /
2 | CC1(C)CC(CC(=O)O)(c2ccc(F)cc2)CCO1 (stereo not drawn) | -5%[38.3 µM] | 22% | 10% | 0.0% | -3%[46.1 µM] | 1% | -2%
3 | CS(=O)(=O)Nc1ccc([N+](=O)[O-])cc1OC1CCCCC1 | 4%&18% | / | / | 0.0%&1.1% | / | 10% | 3%
4 | CCN1C(=O)/C(=C2/C=CC=CN2C)OC1=S | 12%[38.3 µM] | 8% | 6% | -2.0% | -16%[46.1 µM] | 5% | 0%
5 | CC(C)CCNC(=O)C1CCC(CNc2c(N3CCC(C)CC3)c(=O)c2=O)CC1 (stereo not drawn) | / | -14%[9.22 µM] | / | 1.6% | 0% | 5% | /
6 | O=C1C=C(NC2CC2)C2(CCCCC2)O1 | -1%[38.3 µM] | 0% | 1% | -1.8% | 2%[46.1 µM] | 4% | -7%
7 | S=C(NCCCc1cnc[nH]1)NCCCN(Cc1ccc(Cl)c(Cl)c1)c1ccc(Br)cn1 | 2% | / | / | -0.9% | / | ? | 2%[39.9 µM]
8 | COc1ccc(CCNC(=O)CC2SC(=Nc3cc(C)cc(C)c3)NC2=O)cc1OC (stereo not drawn) | 0% | 0% | -3%[46 µM] | 3.2% | -17% | -12% | -2%
9 | CCOc1ccc(CCNC(=O)C2CCN(c3nnc(-n4cccc4)s3)CC2)cc1OCC | -4%[38.3 µM] | 23% | 2% | -3.2% | -6%[46.1 µM] | -6% | 2%
10 | O=C(NCc1cccc(Cl)c1)c1cnccn1 | -6%[38.3 µM] | -2% | 7% | 2.2% | -11%[46.1 µM] | 6% | 1%
11 | CCC(=O)Oc1ccc(C(=O)Nc2ccc([N+](=O)[O-])cc2)cc1 | 0% | 9% | -14%[46 µM] | 1.4% | 7% | -3% | -1%
12 | N#Cc1ccc(OCC(=O)N2CCN(S(=O)(=O)c3cccs3)CC2)cc1 | 5%[38.3 µM] | 0% | -7% | -0.2% | 0%[46.1 µM] | 9% | 1%
13 | Cc1cc(-c2nnc(CCC(=O)NCc3ccc(F)c(F)c3)o2)no1 | 2% | 30%[9.22 µM] | ? | -0.1% | -5% | 1% | 0%
14 | O=C(Cc1ccc([N+](=O)[O-])cc1)NCc1ccc2c(c1)OCO2 | 6% | 5% | 0% | 0.0% | 4% | 2% | -1%
15 | O=[N+]([O-])c1ccc(N2CCOCC2)cc1N1CCCCC1 | -5% | -4% | -4%[46 µM] | -4.8% | 2% | -19% | 1%
16 | Nc1ccc2nc(NC(=O)C3CCCCC3)sc2c1 | 13% | -24%[9.22 µM] | / | 1.0% | -11% | -7% | -4%
17 | CC(=O)Nc1ccc(NC(=O)CCSCCc2ccccn2)cc1 | -2% | -10% | 20%&13%[46 µM] | -2.1%&0.0% | 0% | -3% | 3%
18 | CC(C)(C)c1ccc(-c2nc(C#N)c(NCc3cccnc3)o2)cc1 | 5%[38.3 µM] | -17%[9.22 µM] | ? | -1.8% | -24%[46.1 µM] | -10% | 3%
19 | O=c1c(N2CCOCC2)coc2ccccc12 | 0% | 11%[9.22 µM] | / | -1.2% | -25% | 12% | /
20 | CC1CN(C(=O)c2cccc(S(=O)(=O)N3CCOCC3)c2)CC(C)O1 (stereo not drawn) | -21%[38.3 µM] | -11% | -3% | -2.9% | -10%[46.1 µM] | 3% | -7%
21 | O=C(Cn1nc(C(=O)O)c2ccccc2c1=O)NCCC1=CCCCC1 | 27%[38.3 µM] | -2% | 0% | 0.0% | -21%[46.1 µM] | 10% | -4%
22 | COc1ccc(NC(=O)CCSc2nnnn2C)cc1 | 8% | -20% | / | -1.3% | 9% | -6% | 1%
23 | Cc1ccc(-n2c(SCC(=O)Nc3ccc4c(c3)OCCO4)nnc2-c2ccco2)cc1 | -10%[38.3 µM] | 11% | ? | -0.7% | ? | -11% | 13%
24 | COc1ccc(S(=O)(=O)N2CCC(C(=O)N3CCCC3)CC2)cc1Cl | 8%[38.3 µM] | -1% | 13% | 1.7% | 2%[46.1 µM] | 10% | 0%
25 | O=C1OCCC1Sc1nnc(-c2ccc(F)cc2)n1Cc1ccccc1 (stereo not drawn) | 2% | -11% | -10% | 0.0% | 6% | 4% | 4%
26 | COc1cc(OC)nc(Oc2cc(/C=N/O)ccc2OC)n1 | 8% | 6% | / | 1.1% | 20% | 0% | 3%
27 | CCC(=O)Nc1nc(C)c(-c2csc(Nc3cccc(C(=O)O)c3)n2)s1 | -29% | -3%[9.22 µM] | / | -1.5% | -24% | -4% | 0%
28 | OCCC1CN(Cc2cccnc2)CCN1CCc1ccccc1 (stereo not drawn) | / | 1% | / | 0.5% | -4% | 6% | /
29 | CN1/C(=C\C(=O)c2cccs2)C(C)(C)c2ccccc21 | 9% | -22% | ? | -2.2% | -20% | ? | -3%
30 | CCn1c(COc2cccc(C)c2)nnc1SCC(=O)N1CCCC1 | 4%[38.3 µM] | -9% | 10% | 3.0% | 1%[46.1 µM] | 4% | 0%
31 | CN(C(=O)CSc1nnc(Nc2ccccc2)s1)c1c(N)n(Cc2ccccc2)c(=O)[nH]c1=O | 29%[38.3 µM] | 5% | 0% | 0.8% | -2%[46.1 µM] | -3% | -3%
32 | CSC1=C(C#N)C2(CCCC2)C(C#N)=C(N)N1 | -3%[38.3 µM] | -19% | ? | 0.2% | -15%[46.1 µM] | 4% | -1%
33 | Cc1c(NC(=O)Nc2ccc(Cl)c(Cl)c2)c(=O)n(-c2ccccc2)n1C | 24%[38.3 µM] | -22% | -5% | -1.1% | -12%[46.1 µM] | 6% | 3%
34 | O=C(CP(=O)(c1ccccc1)c1ccccc1)Nc1cccc(CP(=O)(c2ccccc2)c2ccccc2)c1 | / | -20%[9.22 µM] | / | 0.1% | ? | 1% | /
35 | CC(=O)OCC(=O)Nc1cc(S(=O)(=O)N2CCCCCC2)ccc1Cl | 5% | -14% | 7%[46 µM] | 0.0% | 45% | 8% | 8%
36 | CC(=O)NC1(C(=O)O)CCCC1 | / | -15%[9.22 µM] | / | -0.4% | -7%[7.67 µM] | 3% | /
37 | COc1ccc(-c2cc(-c3cc(OC)ccc3O)[nH]n2)cc1 | 46%[activator][38.3 µM] | 12%[9.22 µM] | ? | 5.9% | ? | -12% | 1%
38 | CC1CCN(S(=O)(=O)c2cn(CC(=O)N3CCN(C)CC3)c(=O)c3ccccc23)CC1 | 15%[38.3 µM] | 5% | 5% | -2.6% | -5%[46.1 µM] | 3% | 6%
39 | CCOC(=O)C1CCN(S(=O)(=O)Cc2ccc(Cl)cc2)CC1 | 1%[38.3 µM] | -7% | 14% | 0.8% | -6%[46.1 µM] | 5% | 1%
40 | Cc1cc(C)cc(C(=O)/C=C2\NC(=O)CS2)c1 | -6%[38.3 µM] | 8% | 6% | -5.8% | -4%[46.1 µM] | -8% | -2%
41 | CCN(C(=O)c1cc2cccc(OC)c2oc1=O)c1ccccc1 | 15%[38.3 µM] | -1% | 0% | -0.9% | -5%[46.1 µM] | 5% | 0%
42 | Cc1cccc(CCNC(=O)CCc2nc(-c3ccccc3F)no2)c1 | 24%[38.3 µM] | -4% | -6% | -2.3% | -15%[46.1 µM] | 12% | 3%
43 | CCOc1ccc(-c2cc(CCCC(=O)NCc3ccco3)no2)cc1 | 11% | ? | -3% | -1.0% | -6% | 0% | -1%
44 | Cc1occc1C(=O)Nc1c(F)c(F)c(F)c(F)c1F | 34%[activator][38.3 µM] | ? | 30% | -2.0% | -14%[46.1 µM] | 17% | -5%
45 | O=C(NNC1=C(C(=O)C(F)(F)F)CCC1)c1cccc(O)c1 | 20% | ? | ? | 2.6% | -1%[46.1 µM] | 10% | -2%

6 entries drawn at random from those above:
no. | compound | IMPase Li inh | HttQ103 aggreg | Lamin A splicing | Epigenetic derep | NPSR antag | CBFb-RUNX1 inh | KinaseGlo FLuc
34 | O=C(CP(=O)(c1ccccc1)c1ccccc1)Nc1cccc(CP(=O)(c2ccccc2)c2ccccc2)c1 | / | -20%[9.22 µM] | / | 0.1% | ? | 1% | /
32 | CSC1=C(C#N)C2(CCCC2)C(C#N)=C(N)N1 | -3%[38.3 µM] | -19% | ? | 0.2% | -15%[46.1 µM] | 4% | -1%
38 | CC1CCN(S(=O)(=O)c2cn(CC(=O)N3CCN(C)CC3)c(=O)c3ccccc23)CC1 | 15%[38.3 µM] | 5% | 5% | -2.6% | -5%[46.1 µM] | 3% | 6%
39 | CCOC(=O)C1CCN(S(=O)(=O)Cc2ccc(Cl)cc2)CC1 | 1%[38.3 µM] | -7% | 14% | 0.8% | -6%[46.1 µM] | 5% | 1%
45 | O=C(NNC1=C(C(=O)C(F)(F)F)CCC1)c1cccc(O)c1 | 20% | ? | ? | 2.6% | -1%[46.1 µM] | 10% | -2%
31 | CN(C(=O)CSc1nnc(Nc2ccccc2)s1)c1c(N)n(Cc2ccccc2)c(=O)[nH]c1=O | 29%[38.3 µM] | 5% | 0% | 0.8% | -2%[46.1 µM] | -3% | -3%

More results follow:
no. | compound | IMPase Li inh | HttQ103 aggreg | Lamin A splicing | Epigenetic derep | NPSR antag | CBFb-RUNX1 inh | KinaseGlo FLuc
46 | CCOC(=O)C1CCCN(Cc2ccc(OCC)cc2)C1 (stereo not drawn) | 0%[38.3 µM] | 2%[9.22 µM] | 9% | -2.7% | -18%[46.1 µM] | -2% | 3%
47 | O=C(NCCCN1CCOCC1)c1ccc(CS(=O)(=O)Cc2ccc(Cl)cc2)o1 | 22%[38.3 µM] | 5% | 4% | 0.9% | -4%[46.1 µM] | -2% | -1%
48 | CCOc1ccc(NC(=NCc2ccc3c(c2)OCO3)SC2CC(=O)N(c3ccccc3)C2=O)cc1 (stereo not drawn) | 10% | -8% | -14% | 2.5% | ? | 3% | 3%
49 | O=C(NCc1ccccn1)c1c(Cl)cccc1Cl | 0%[38.3 µM] | 2% | -6% | 0.0% | -3%[46.1 µM] | -1% | 10%
50 | O=C1CCCN1CCC1CCN(C(=O)Nc2ccccc2)CC1 | 7%[38.3 µM] | -17% | 0% | -1.1% | -12%[46.1 µM] | 6% | 0%
